HSF1 activator – increases HSF-1 driven luciferase reporter signal; NIH3T3-HGL HSF-1 luciferase reporter, MG132, 8 h; 100% = twice DMSO control signal; activation, % at 9 µM; 300,000 compounds, 1.7% hits; AID 504408;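 active = mean replicate activation of at least 50% with a set share of replicates each reaching 50%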;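 note: 0% = median of the neutral control wells and 100% = twice that signal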
IEC-6 cytotox – kills IEC-6 intestinal cells in KLF5 counter-screen; IEC-6 cytotoxicity, luminescence viability; inhibition, % at 5 µM; 290,000 compounds, 0.78% hits; in the data active = inhibition above about 22%;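 note: 0% = plate median of test compound wells and 100% = cytotoxic reference compound wells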
AI-2 QS mod – modulators of Vibrio harveyi AI-2 quorum sensing system; activity change, % at 7.5 µM; 300,000 compounds, 0.4% hits; Vibrio harveyi JMH597 AI-2 luminescence/OD600 ratio, 9 h; active compounds read low; strain lacks LuxN and CqsS sensors; 0 = neutral-control median; in the data active = activity change below about -75%, passing the limit was not always enough;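 note: luminescence divided by OD600 gain over 9 h not by final OD600 alone; inactives centre near 13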
GSK3A inh – inhibitors of human GSK-3 alpha kinase; P49840; ADP-Glo luminescence, 60 min; inhibition, % at 10 µM; 320,000 compounds, 0.1% hits; AID 2650;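 in the data active = inhibition above about 50%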;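 note: GST-tagged GSK-3 alpha with peptide substrate and 25 µM ATP; 0% = DMSO neutral wells and 100% = GW8510 positive control wells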
Target sequence (P49840 whole entry, looked up): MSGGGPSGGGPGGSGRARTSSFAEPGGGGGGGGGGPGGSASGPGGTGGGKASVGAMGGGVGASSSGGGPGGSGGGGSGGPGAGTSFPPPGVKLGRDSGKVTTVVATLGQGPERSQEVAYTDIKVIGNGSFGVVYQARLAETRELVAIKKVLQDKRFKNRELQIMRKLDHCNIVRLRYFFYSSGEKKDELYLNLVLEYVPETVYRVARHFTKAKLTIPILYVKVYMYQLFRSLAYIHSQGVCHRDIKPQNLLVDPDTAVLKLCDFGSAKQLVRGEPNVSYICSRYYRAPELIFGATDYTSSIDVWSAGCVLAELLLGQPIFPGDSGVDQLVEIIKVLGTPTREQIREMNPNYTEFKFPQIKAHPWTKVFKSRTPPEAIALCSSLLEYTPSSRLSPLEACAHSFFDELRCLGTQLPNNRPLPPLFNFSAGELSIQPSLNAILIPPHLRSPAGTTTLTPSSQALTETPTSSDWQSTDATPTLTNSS
HSP90 refold inh – HSP90 refolding inhibition in rabbit reticulocyte lysate; luciferase refolding luminescence, 3 h; inhibition, % at 5.6 µM; 290,000 compounds, 0.91% hits; AID 1789;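 active = inhibition above the screen-wide mean plus 3 SD, computed separately per campaign, cut at about 16% in these data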;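 note: 0% = DMSO wells and 100% = 60 µM geldanamycin wells; inhibitors lower the luminescence because luciferase stays unfolded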
PolyA inh – inhibitors of polyadenylation in S. cerevisiae; calls only at 12 µM; AID 1875; S. cerevisiae SKY197-pL101 polyadenylation reporter, beta-gal luminescence; efflux-impaired pdr1/pdr3 knockout yeast; score 100 = 6 SD above DMSO; 300,000 compounds, 0.02% hits;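 active = lowest replicate activity score at least 50, where 100 means six control SD above control mean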;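 note: yeast exposed to compound for 9 h at 30 °C; higher score means more reporter readthrough which indicates perturbed polyadenylation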
KLF5 inh – kruppel-like factor 5 inhibition; DLD-1 KLF5 promoter-luciferase reporter, luminescence; inhibition, % at 5 µM; 290,000 compounds, 0.23% hits;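 active = inhibition above a per-plate limit of that plate's mean compound inhibition plus 3 SD, cut at about 60% in these data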;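 note: 0% = DMSO wells and 100% = LY294002 at 200 µM; higher means less KLF5 promoter-driven luciferase light; inactives centre near -14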
GSK3beta inhib – inhibitors of human GSK3beta kinase. GST-GSK3beta kinase, ADP-Glo luminescence, 60 min; active compounds read low. activity score (negative = inhibition), % at 10 µM. 300,000 compounds, 0.038% hits;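 active = more than half of replicate wells score below -50%, meaning over 50% inhibition versus plate controls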;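 note: 0% = median DMSO wells and -100% = median GW8510 positive control wells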
Target sequence (P49841 whole entry, looked up): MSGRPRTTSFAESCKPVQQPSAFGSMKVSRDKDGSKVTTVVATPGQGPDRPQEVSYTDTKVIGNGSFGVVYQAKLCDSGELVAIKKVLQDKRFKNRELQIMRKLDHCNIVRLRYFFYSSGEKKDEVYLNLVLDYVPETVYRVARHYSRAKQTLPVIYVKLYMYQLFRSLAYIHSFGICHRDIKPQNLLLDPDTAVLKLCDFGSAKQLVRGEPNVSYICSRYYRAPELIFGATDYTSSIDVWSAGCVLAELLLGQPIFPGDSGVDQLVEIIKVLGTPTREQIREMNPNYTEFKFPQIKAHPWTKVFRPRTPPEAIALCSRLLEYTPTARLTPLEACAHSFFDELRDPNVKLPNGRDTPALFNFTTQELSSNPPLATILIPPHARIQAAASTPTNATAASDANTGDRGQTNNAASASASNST
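Assay system: GST-tagged human GSK3beta kinase, cell-free; Input: 1.6 ng GSK3beta; Medium: Tris/MgCl2 kinase buffer; Timing: 60 min enzyme reaction, room temperature; Signal: ADP-Glo luminescence quantifying ADP generated by kinase; Evaluation: score relative to plate controls; Benchmarks: DMSO neutral wells and GW8510 at 20 µM as positive.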
HSF1 inhib – HSF1 inhibition | 300,000 compounds, 0.77% hits | NIH3T3-HGL HSE-luciferase, MG132-induced, luminescence 8 h; active compounds read low | activity change, negative = inhibition, % at 7.5 µM (by protocol) | AID 2098;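 active = more than half of replicate wells show activity change below -50%, luminescence cut by over half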;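 note: luciferase reports HSF-1 transcriptional activity via heat shock element; 0% = median of DMSO wells and -100% = zero luminescence signal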
aSyn 5UTR inh – 5' untranslated region of α-synuclein, MLPCN primary screen; alpha-synuclein 5'UTR reporter, inhibitor activity; inhibition, % (tested at 7.5 µM); 300,000 compounds, 0.82% hits; in the data active = inhibition above about 60%;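 note: H4 neuroglioblastoma cells stably carrying SNCA 5'UTR luciferase fusion; 0% = DMSO wells and 100% = positive control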
Numbers without * were called inactive; i = inactive; nt = not tested or not shown.

SMILES	HSF1 activator	IEC-6 cytotox	AI-2 QS mod	GSK3A inh	HSP90 refold inh	PolyA inh	KLF5 inh	GSK3beta inhib	HSF1 inhib	aSyn 5UTR inh
CS(=O)(=O)Nc1ccc(-c2cn3cccnc3n2)cc1	15	5	-13	3	11	i	-35	-1	10	-7
CCOc1ccc(S(=O)(=O)Nc2ccc(C(=O)N(C)CC(=O)Nc3ccc(OC)cc3)cc2)cc1	-5	nt	16	2	nt	i	nt	1	2	19
CCOC(=O)c1cc(CC)sc1NC(=O)c1cc([N+](=O)[O-])ccc1N1CCOCC1	1	-6	9	-3	0	i	16	1	-10	30
Nc1nc(N2CCN(c3ccc(F)cc3)CC2)n[nH]1	-5	0	11	0	-4	i	-17	5	-2	19
O=C(NCc1ccc(F)cc1)c1cnc2sccn2c1=O	9	nt	-2	-1	nt	i	nt	2	-5	-2
CCCN(CCC)CCNS(=O)(=O)c1ccc2c(c1)oc(=O)n2C	6	-6	-1	0	0	i	-12	1	-11	20
Cc1c(CN2CCC(n3nccc3NC(=O)c3cccc(F)c3)CC2)cnn1C	5	0	11	1	-2	i	-12	3	-5	-5
Cc1ccccc1-c1nc(-c2cccnc2)no1	43	5	7	-4	5	i	-38	0	27	-227
CNC(=S)N/N=C(\C)c1ccccc1	-1	3	11	-1	5	i	-18	0	-3	19
Cc1occc1C(=O)NNC(=S)NCC(C)C	32	-2	9	0	1	i	-36	1	3	11
CCOC(=O)c1ccc(NCCOC)c([N+](=O)[O-])c1	8	0	30	nt	2	i	-44	0	11	-91
CCCC[C@@H]1C[C@H]1[C@@H](NC(=O)c1ccccc1)c1ccccc1C(F)(F)F	33	7	33	-4	3	i	-2	-1	15	2
CCc1ccccc1NC(=S)N(CCc1ccncc1)C(C)C	-8	-2	12	-2	-3	i	-3	1	1	17
COc1ccc(S(=O)(=O)Nc2cc3c4c(c2)CCC(=O)N4CCC3)cc1	1	nt	10	-2	nt	i	nt	3	5	21
CN(C)c1nc(-c2cccnc2)nc(-c2ccc(Cl)cc2)c1C#N	5	-3	10	0	0	i	-15	0	-4	54
O=C(C[n+]1cccc(NC(=O)c2ccccc2)c1)c1ccccc1	13	5	15	nt	3	i	-26	-1	0	31
Nc1nonc1C(=O)NCCNC(=O)c1cccc(Cl)c1	3	-6	11	-1	-5	i	-11	-4	-7	7
CCNc1nc(Oc2ccc(=O)[nH]n2)nc(SC)n1	-7	3	8	2	1	i	-11	2	-1	12
O=C(Nc1ccccc1)Nc1nc(-c2ccc(F)c(F)c2)cs1	17	-2	12	3	-3	i	-18	4	6	-39
CCn1nc(C)c(NC(=O)/C=C/c2cnn(C)c2)c1C	2	-8	12	-1	-2	i	-35	-1	4	0
CC(=O)C1C(c2ccc(F)cc2)NC(=O)NC1(O)C(F)(F)F (stereo unspecified)	-3	1	4	-2	-1	i	-20	2	-6	1
CC(C)c1nnc(NC(=O)CCC(=O)NCc2ccccc2Cl)s1	17	-7	11	-3	-4	i	0	1	3	11
COCCCNC(=S)N/N=C/c1ccc(OC)cc1	27	0	20	1	2	i	-23	1	11	-1
COc1cccc(-n2nnc3c(=O)n(C/C=C/c4ccccc4)cnc32)c1	28	-7	21	-2	-4	i	-28	3	9	11
O=C(Nc1ccc(C(=O)N2CCCC2)cc1)c1ccccc1[N+](=O)[O-]	-5	3	18	2	-5	i	-9	-1	-3	10

Another view of 3 compounds above.
Fields – HSF1 activator	IEC-6 cytotox	AI-2 QS mod	GSK3A inh	HSP90 refold inh	PolyA inh	KLF5 inh	GSK3beta inhib	HSF1 inhib	aSyn 5UTR inh
Cc1ccccc1-c1nc(-c2cccnc2)no1
→ 43	5	7	-4	5	i	-38	0	27	-227
CNC(=S)N/N=C(\C)c1ccccc1
→ -1	3	11	-1	5	i	-18	0	-3	19
Cc1occc1C(=O)NNC(=S)NCC(C)C
→ 32	-2	9	0	1	i	-36	1	3	11

Additional records follow.
SMILES	HSF1 activator	IEC-6 cytotox	AI-2 QS mod	GSK3A inh	HSP90 refold inh	PolyA inh	KLF5 inh	GSK3beta inhib	HSF1 inhib	aSyn 5UTR inh
Cc1cc(C(=O)OCC(=O)Nc2ccc(F)cc2)c(C)o1	19	-2	-82*	2	10	i	-7	-5	-1	20
Cc1cc(C)c(S(N)(=O)=O)c(C)c1N(C)S(=O)(=O)c1ccccc1	7	8	16	1	0	i	-15	-1	0	28
CC(=O)N1CCc2cc(S(=O)(=O)NCc3ccc(C)cc3)ccc21	4	4	-11	-2	0	i	-27	nt	4	-13
Fc1cnc(N2CCc3ccccc32)nc1N1CCc2ccccc21	11	0	9	-4	0	i	-13	1	2	-82
COc1ccc(C(=O)Nc2sc(C)c(C)c2CN2CC(C)OC(C)C2)cc1 (stereo unspecified)	9	-3	2	-2	0	i	-17	2	1	-56
Cc1cc(=O)n2nc(N3CCC(C(=O)N4CCN(C)CC4)CC3)sc2n1	3	2	23	-2	3	i	-23	2	-7	11
COc1nc(N2CCOCC2)nc(-n2cccc2)n1	-12	10	28	0	-2	i	8	-1	-7	9
CCn1c(SCC(=O)Nc2cc(C)on2)nc2c(c1=O)SC(C)C2 (stereo unspecified)	-6	1	15	3	-1	i	-17	-2	-3	23
Clc1cccc(NC2=NCCC2)c1	nt	-9	nt	4	3	nt	-52	nt	nt	nt
CCOC(=O)C1CCCc2c1[nH]c1c(C(N)=O)cccc21 (stereo unspecified)	4	4	16	1	0	nt	-8	3	0	12
Cc1cccc(C)c1Nc1nnc(SC(C)C(=O)Nc2c(C)n(C)n(-c3ccccc3)c2=O)s1 (stereo unspecified)	7	2	24	-4	4	i	-18	2	3	5
CC(C)CC(C(=O)OCC(=O)c1c(N)n(C)c(=O)n(C)c1=O)N1C(=O)C2CC=CCC2C1=O (stereo unspecified)	-7	-7	8	-1	2	i	-39	0	4	2
CCOc1ccc(NC(=O)CCNS(=O)(=O)c2ccc3c(c2)oc(=O)n3C)cc1	-24	2	1	1	0	i	-16	1	-3	-4
CC1(C)C2([N+](=O)[O-])CN(CCO)CC1([N+](=O)[O-])CN(CCO)C2	-4	-1	30	2	-1	i	-14	-1	-7	22
Cc1c(Cl)cccc1NC(=O)Nc1cnccn1	-72	-4	35	-3	-6	i	-45	2	-64*	-6
Cc1ccc(OCCNC(=O)CNC(=O)c2ccc3c(c2)OCO3)cc1	-5	nt	12	-2	nt	i	nt	2	1	4
COc1ccc(N(CC(=O)NCCC2=CCCCC2)S(C)(=O)=O)cc1	0	3	17	-3	4	i	3	-2	0	4
Fc1ccccc1C1c2cccn2CCN1C(=S)Nc1cccc(Br)c1 (stereo unspecified)	2	-2	24	0	-3	i	-3	0	-1	-18
CCN1C(=O)[C@H]2[C@@H](c3ccc(-c4ccc(Cl)c(Cl)c4)cc3)N[C@@](Cc3ccccc3)(C(=O)OC)[C@H]2C1=O	-11	nt	30	-7	nt	i	nt	2	0	28
NCc1ccccc1COc1ccccc1	nt	-7	10	3	-4	i	-26	-4	nt	12
COc1ccc(-c2nn3c(-c4ccc(F)cc4)nnc3s2)cc1	31	0	15	-3	0	i	5	-2	5	-3
Cc1sc(N)nc1-c1ccc2c(c1)OCCO2	-5	2	-2	-2	1	i	-39	-2	-4	-21
CN1CCN(C(=S)c2cn(CCOc3ccccc3F)c3ccccc23)CC1	24	-5	21	1	-1	i	-24	1	5	-4
CN1CCC(NC(=S)Nc2cccc([N+](=O)[O-])c2)CC1	39	-1	53	0	1	i	-12	-3	30	-25
CCc1cc(C(=O)N2CCCC(CO)(Cc3ccc(F)cc3)C2)n(C)n1 (stereo unspecified)	8	-1	8	-1	0	i	-1	1	3	-7
The list goes on:
SMILES	HSF1 activator	IEC-6 cytotox	AI-2 QS mod	GSK3A inh	HSP90 refold inh	PolyA inh	KLF5 inh	GSK3beta inhib	HSF1 inhib	aSyn 5UTR inh
Cc1c(Cl)cccc1NC(=S)N(Cc1cccnc1)Cc1ccccc1Cl	5	0	0	-1	-1	i	6	-1	8	1
C[C@@H](NC(=O)[C@@H]1Cc2ccccc2CN1)C(=O)Nc1ccc2c(c1)OCO2	16	-2	12	-2	-1	i	-28	2	10	-48
O=C(Nc1ccccc1)N1C2CCC1CC(O)(c1cccnc1)C2 (stereo unspecified)	8	-3	20	-2	0	i	-20	-2	-9	-6
COC1CCN(C(=O)c2cc(COc3ccc(-n4cncn4)cc3)on2)CC1	-2	-3	4	-1	0	i	-32	-1	-3	-1
O=C(NC1CCC(O)CC1)c1ccc(-c2ccc(Cl)cc2)o1 (stereo unspecified)	11	nt	23	-2	nt	i	nt	2	12	-112
CCc1ccc(-c2cc(C(=O)Nc3ccc(S(=O)(=O)NC(C)=O)cc3)c3ccccc3n2)cc1	-5	-7	11	-1	-8	i	-55	3	1	-13
CC1CCN(S(=O)(=O)c2ccc3c(c2)N(CC(=O)NCCCN2CCCC(C)C2)C(=O)CS3)CC1 (stereo unspecified)	-1	-3	13	5	-2	i	-35	1	-4	14
COCCNC(=O)c1ccccc1NC(=O)CN(c1ccc2c(c1)OCO2)S(C)(=O)=O	20	-9	4	-3	2	i	-18	-3	3	1
CCOC(=O)C1=C(CSc2nc(-c3ccncc3)ccc2C#N)OC(N)=C(C#N)C1c1cccnc1 (stereo unspecified)	3	3	33	6	-1	i	-20	-2	3	-27
COc1cccc(-n2c(=O)c3ccccc3n(CC(=O)NCC3CCCO3)c2=O)c1 (stereo unspecified)	2	1	18	0	-6	i	19	1	-2	9
Cc1cc(NC(=O)CSc2nnc(C3CC3)n2Cc2ccccc2)no1	-6	-3	11	-2	-1	i	-2	-2	-6	6
CN(C)S(=O)(=O)c1cccc(NC(=O)Cc2ccc(-c3ccccc3)cc2)c1	-1	-1	25	-2	-1	i	-3	6	-2	-2
Cc1ccc(NS(=O)(=O)c2ccc(C(=O)N3CCN(c4ccccn4)CC3)cc2)cc1	18	5	4	-1	1	i	-4	8	-2	6
CC(C)C(=O)Nc1nc2c(ncn2C2CC(O)C(CO)O2)c(=O)[nH]1 (stereo unspecified)	-8	3	6	-3	34*	i	6	1	-5	-7
COc1ccc(CN(C(=O)c2oc3ccc(F)cc3c2C)C2CCS(=O)(=O)C2)cc1 (stereo unspecified)	5	3	22	2	4	i	-22	1	3	19
O=S1(=O)CCN2C(c3ccc4c(c3)CCCC4)=CSC2=N1	23	-2	-3	1	-2	i	-5	-2	7	16
CCN(CC)CCNCC(O)(c1ccc(Cl)cc1)c1ccc(Cl)cc1	41	2	20	3	0	i	-16	-6	-3	-12
COc1ccc(OC)c(/C=C/C(=O)OCC(=O)Nc2ccc3c(c2)OCCO3)c1	8	-5	6	0	2	i	-23	5	-2	-22
CCCc1cc(C(=O)OC)c(NC(=O)c2cc(C)on2)s1	9	-6	4	-1	-2	i	-44	4	1	-13
O=S(=O)(c1ccc2c(c1)OCCO2)N(Cc1ccc(F)cc1)Cc1nnc(-c2cccs2)o1	-6	0	-3	9	-1	i	-5	0	6	16
Cc1oc2c(c1C(=O)NCCCC(=O)O)CCCC2	nt	0	16	-4	1	i	-29	-1	nt	29

Bioassay records (PubChem)

These rows are one share of the data; count on the stated rates, not on these rows.
